PvdQ inh – P. aeruginosa PvdQ acylase inhibition. purified PvdQ acylase, fluorescence plate reader. inhibition, % at 10 µM. actives 0.063% (n = 340,000); in the data active means inhibition above about 30%, passing the limit was not always enough;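 further: 0% = vehicle neutral wells and 100% = reference inhibitor wells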
SR-BI HDL uptake – mouse SR-BI HDL lipid transfer inhibition. Q61009. ldlA[mSR-BI] CHO cells, DiI-HDL uptake fluorescence, 3 h. inhibition, % at 12.5 µM. actives 0.96% (n = 320,000). AID 488896;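 active means mean replicate inhibition of at least 70% and a set share of replicates each scoring 70 or more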;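 further: 0% = median of neutral control wells and 100% = median of positive control wells; values of inactives mirror those of a sister screen read the other way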
DAGLB inhibitor – diacylglycerol lipase beta (human) inhibition; Q8NCG7; HEK293T DAGLB membrane lysate, EnzChek fluorogenic substrate; inhibition, % at 5.17 µM; actives 0.059% (n = 340,000); AID 504411; in the data active means inhibition above about 34%;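 further: 0% = enzyme with vehicle and 100% = wells lacking enzyme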
Keap1-Nrf2 PPI – disrupts human Keap1 binding to Nrf2 peptide; Q14145; inhibition, % at 9.4 µM; Keap1 Kelch-Nrf2 peptide fluorescence polarization, 1536-well; actives 0.15% (n = 340,000); in the data active means inhibition above about 12%;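 further: human Keap1 Kelch domain with fluorescein labeled Nrf2 9mer peptide probe; 0% = neutral control wells and 100% = peptide positive control; higher means more block of Keap1 binding to Nrf2 peptide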
Arrestin-AP2 inh – inhibitors of human beta-arrestin and AP2 interaction | FITC-arrestin peptide / GST-AP2 beads, flow cytometry; AP2 beta2 appendage carries R879A mutation | inhibition, % at 10 µM | actives 0.31% (n = 340,000) | AID 504490;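 active means inhibition above a set limit, near 3 SD of compounds lacking own fluorescence, cut at about 54% in these data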;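 further: plate controls were DMSO wells for no effect and 5 µM unlabelled arrestin peptide for full effect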
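System: GST-AP2 R879A glutathione beads; medium: PBS, Tween 20 0.05%, BSA 0.1%; reagent: fluorescein-tagged arrestin peptide at 50 nM final; schedule: pre-incubation 12 min, peptide binding 1 h, room temperature; detection: flow cytometry, FL1 (488/535 nm); read-out: inhibition as reduced fluorescein signal on beads, percent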
LANA DNA inh – KSHV C-LANA DNA binding inhibition; MBP-C-LANA/FAM-LBS DNA binding, fluorescence polarization; inhibition, % at 9 µM; actives 0.078% (n = 340,000);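 active means highest replicate inhibition at or above 60% at 9 µM, even if other replicates fall short; inactive means all replicates below 60% inhibition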;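 further: 0% = neutral control wells and 100% = 4 µM acridine orange control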
PKA-R2B act – activators of human PKA-R2B complex. P22694+P31323. PKA-R2B holoenzyme dissociation, Cy5-IP20 fluorescence polarization; R2B truncated from residue 108, S112A mutant; 0% DMSO only, 100% 113 µM cGMP. activation, % at 11.4 µM. actives 0.079% (n = 340,000). AID 504700;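 active means activation above a cutoff set at the mean over all compounds plus 3 SD, cut at about 18% in these data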;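 further: higher means more holoenzyme dissociation and a rise in polarization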
Cardiac RTF inh – cardiac RTF calcium desensitization; inhibition, % at 7.15 µM; P19429+P45379; IANBD-labeled cardiac RTF, Ca2+ fluorescence; AID 493244; actives 0.12% (n = 340,000);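 active means inhibition above the mean inhibition of all tested compounds plus 3 SD, cut at about 17% in these data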;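 further: assay run at fixed EC70 calcium of 1.6 mM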
NSD2 HMT inh – NSD2 (human) methyltransferase inhibition; inhibition, % at 12.5 µM; AID 743445; NSD2 peptide methylation, AlphaScreen, 120 min; O96028; actives 0.54% (n = 310,000); in the data active means inhibition above about 50%
Target sequence (O96028 whole entry, looked up): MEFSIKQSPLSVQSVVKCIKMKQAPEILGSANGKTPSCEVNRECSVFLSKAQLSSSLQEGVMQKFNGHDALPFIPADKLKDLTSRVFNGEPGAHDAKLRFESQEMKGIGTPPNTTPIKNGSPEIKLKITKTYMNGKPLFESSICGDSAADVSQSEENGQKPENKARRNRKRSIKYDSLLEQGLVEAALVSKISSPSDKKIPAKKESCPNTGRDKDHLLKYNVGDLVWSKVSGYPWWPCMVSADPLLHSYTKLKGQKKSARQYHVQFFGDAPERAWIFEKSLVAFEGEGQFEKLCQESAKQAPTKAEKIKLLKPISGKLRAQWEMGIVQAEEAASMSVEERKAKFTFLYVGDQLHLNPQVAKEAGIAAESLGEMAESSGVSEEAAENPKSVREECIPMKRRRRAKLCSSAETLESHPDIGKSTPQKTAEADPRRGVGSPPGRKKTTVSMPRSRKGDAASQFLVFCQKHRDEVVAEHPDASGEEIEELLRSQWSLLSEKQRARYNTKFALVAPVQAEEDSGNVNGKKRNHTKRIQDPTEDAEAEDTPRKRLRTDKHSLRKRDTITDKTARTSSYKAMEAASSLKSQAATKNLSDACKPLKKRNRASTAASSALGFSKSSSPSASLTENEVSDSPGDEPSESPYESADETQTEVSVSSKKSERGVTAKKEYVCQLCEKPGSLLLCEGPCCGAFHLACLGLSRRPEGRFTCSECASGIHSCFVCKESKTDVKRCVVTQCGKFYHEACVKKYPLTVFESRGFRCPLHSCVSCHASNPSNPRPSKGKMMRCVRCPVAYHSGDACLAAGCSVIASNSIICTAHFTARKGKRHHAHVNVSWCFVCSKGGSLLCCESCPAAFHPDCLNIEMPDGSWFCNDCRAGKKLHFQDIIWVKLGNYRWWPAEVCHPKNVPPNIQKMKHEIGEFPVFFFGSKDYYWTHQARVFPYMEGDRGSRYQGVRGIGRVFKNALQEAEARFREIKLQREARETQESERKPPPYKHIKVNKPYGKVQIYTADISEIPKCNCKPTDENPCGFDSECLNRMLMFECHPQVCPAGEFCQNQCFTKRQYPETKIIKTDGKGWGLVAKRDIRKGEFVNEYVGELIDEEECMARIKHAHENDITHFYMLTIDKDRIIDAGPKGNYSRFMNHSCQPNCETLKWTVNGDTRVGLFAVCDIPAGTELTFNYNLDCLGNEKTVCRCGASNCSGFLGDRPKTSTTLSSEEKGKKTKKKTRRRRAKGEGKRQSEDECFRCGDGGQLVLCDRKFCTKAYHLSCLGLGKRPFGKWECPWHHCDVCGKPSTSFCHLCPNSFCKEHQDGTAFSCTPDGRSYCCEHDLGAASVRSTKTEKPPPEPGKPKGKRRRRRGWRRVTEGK
SR-BI uptake up – enhances SR-BI lipid uptake from DiI-HDL. AID 504775. CHO ldlA[mSR-BI] cells, DiI-HDL uptake fluorescence, 3 h; 100 = double the neutral-control signal. actives 0.096% (n = 320,000). activation, % at 12.5 µM;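 active means mean replicate activation of at least 60% and every replicate at or above 60%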;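 further: 0% = median plate neutral-control signal and 100% = twice that signal; values of inactives mirror those of a sister screen read the other way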
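System: CHO ldlA[mSR-BI] cells / Medium: HEPES-buffered (25 mM, pH 7.4) F12 plus 0.5% BSA / Probe or stimulus: labelled HDL, 10 µg/mL / Doses: single compound concentration, delivered by pin transfer / Schedule: 3 h, 37 °C / Measured by: DiI fluorescence, bottom read / Measure: cell-associated DiI fluorescence as measure of HDL uptake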
* hit, by the source's call; . = no result given.

Sequence of screens: PvdQ inh	SR-BI HDL uptake	DAGLB inhibitor	Keap1-Nrf2 PPI	Arrestin-AP2 inh	LANA DNA inh	PKA-R2B act	Cardiac RTF inh	NSD2 HMT inh	SR-BI uptake up
C/C=C(/C)C(=O)Nc1cccc(C2=NOC3(C2)C[C@@H](C(N)=O)N(C(=O)CC)C3)c1 (some centres not stated)
  7	-6	-2	0	.	0.6	-1	5	.	6
COC(=O)c1ccc(OC(=O)c2cccnc2)cc1
  29	2	-3	-4	-2	-0.5	-1	-14	-3	-2
Fc1ccc(CSc2nncn2NCc2ccccc2)cc1
  -8	-7	-1	-6	10	1.7	0	-14	-2	7
CCOC(=O)C1(CCC(C)C)CC(CSc2nc3ccccc3[nH]2)OC1=O (configuration not stated)
  1	-6	-1	4	16	2.6	-1	-3	.	6
NC(=O)CCN1CCN(CCOC2Cc3cc(Cl)ccc3Sc3ccccc32)CC1 (configuration not stated)
  -7	-16	3	-3	-4	-0.3	-5	-5	43	16
CCN(CCn1cccn1)C(=O)c1cc(COc2ccc(F)c(F)c2)on1
  -14	-2	-3	-2	3	0.4	-6	-2	-1	2
O=C(c1ccccc1)c1ccc(N2CCOCC2)c(NC(=O)c2ccco2)c1
  0	8	-1	-3	11	-0.9	-7	-3	-2	-8
CC1CC(=O)N(CC(=O)NCc2ccco2)c2ccccc2S1 (configuration not stated)
  -8	-6	-1	0	12	-0.3	-11	3	10	6
O=C(Nc1ccccc1F)c1ccc2c(c1)CCN2S(=O)(=O)c1ccccc1
  -16	53	-3	0	0	-0.6	-15	4	-2	-53
Cc1ccc2c(c1)N(CC(=O)N1CCC(C)CC1)C(=O)c1cccnc1O2
  -15	2	-1	-1	-1	2.5	1	-2	0	-2
COc1ccccc1-c1ccc(=O)n(CC(=O)NCC2CCCO2)n1 (configuration not stated)
  -9	-6	4	-5	38	-2.3	5	-11	-1	6
COc1cc(NC(=O)CCC(=O)c2cccs2)cc(OC)c1
  -17	15	-3	-6	12	-2.3	5	2	-1	-15
Cc1[nH]c2ccccc2c1/C=C/c1nc2ccccc2c(=O)n1-c1cccc([N+](=O)[O-])c1
  -6	19	5	-1	-1	4.4	-5	-4	-3	-19
CCCC(=O)Nc1cnc(NC(=O)c2cccc(F)c2)cc1C
  -21	11	-1	-4	2	1.2	1	-8	-3	-11
O=C(Nc1ccccc1)Nc1nnc(SCc2ccc(Cl)cc2)s1
  1	14	0	3	-4	0.4	6	2	-2	-14
O=C(CCNC(=O)c1ccccc1Cl)Nc1cccc(S(=O)(=O)N2CCCC2)c1
  -13	-16	1	0	-15	-2.7	2	2	-2	.
Cc1cc([N+](=O)[O-])ccc1NC(=O)CCC(=O)N1CCCCC1
  0	1	1	-5	13	1.3	7	-6	0	-1
c1ccc(-n2c(Cc3cn4ccsc4n3)nnc2N2CCOCC2)cc1
  -1	-9	-1	4	1	0.0	3	-1	-1	9
Cc1csc(SCc2nc3scc(-c4ccccc4)c3c(=O)[nH]2)n1
  -11	-3	-1	0	8	1.5	0	-6	0	3
CCOC(=O)N1CCN(C(=O)CS(=O)(=O)c2cn(Cc3cccc(F)c3)c3ccccc23)CC1
  -2	15	4	1	8	-1.8	-15	-6	-3	-15
Cc1ccn2c(NC(=O)C(C)(C)Oc3ccc(Cl)cc3)c(-c3cccs3)nc2c1
  0	11	0	-2	60*	0.3	-6	-3	0	-11
Cc1ccc(C(CC(=O)N2CCNCC2)c2ccccc2)c(O)c1C (configuration not stated)
  8	-4	-6	-2	-1	.	-1	-4	-1	4
O=C(NCCc1ccccc1)C(=O)N/N=C/c1ccc2c(c1)OCO2
  6	-10	6	-2	0	0.2	-1	-1	-6	10
c1ccc(OCCOCCOc2ccccc2)cc1
  6	-12	-12	1	39	0.1	-9	-4	-1	12
CCN(CC)c1ccc(/C=C(\C#N)C(N)=O)cc1
  8	-5	-2	-16	-17	-1.5	-5	-3	-2	5
CCN(CC)c1ccc(NC(=S)NC(=O)C2CCC2)cc1
  -11	-5	4	2	-2	-0.6	3	-6	17	5
Cc1ccc2[nH]c(C(=O)N3CCCC(Nc4ccc(F)cc4)C3)cc2c1 (configuration not stated)
  -1	-13	1	-1	23	-0.2	0	-6	7	13
N#CC1=C(N)C(C#N)(C#N)C(c2cccnc2)C2CN(C(=O)OCc3ccccc3)CC=C12 (configuration not stated)
  5	8	6	-3	18	0.8	2	-12	1	-8
COc1ccc(-n2c(N)c(-c3nc4ccccc4n3C)sc2=S)cc1
  4	0	4	-4	27	1.4	-6	5	6	0
COc1ccc(C2=NO[C@@H]3C(=O)N(c4c(C)cccc4C)C(=O)[C@H]23)cc1OC
  -18	-2	-1	-8	8	1.2	1	-5	0	2
Cc1cc(C)c(C#N)c(SCC(=O)c2cccs2)n1
  -10	9	-4	-3	9	-4.7	-6	-6	-3	-9
O=[N+]([O-])c1ccc(-c2nn(-c3ccccc3)cc2/C=N/n2c(-c3cccs3)n[nH]c2=S)cc1
  3	-8	-8	-2	-21	0.8	11	-9	6	8
CCc1nn(-c2ccccc2)c(=S)c2ccccc12
  -12	-1	2	-5	0	1.3	4	-13	-2	1
[O-][n+]1c2ccccc2c2n1CCN1CCOC21c1ccc(Cl)cc1 (configuration not stated)
  3	-9	-3	-12	23	-2.2	3	-13	.	9
CCC(C)NC(=O)c1ccc(CSCc2ccc(Cl)cc2)o1 (configuration not stated)
  -15	27	-5	-1	5	-0.3	1	1	0	-27
CC1CC2OC2CC1COC(=O)C1CC2OC2CC1C (configuration not stated)
  0	-29	-4	-2	37	-0.1	0	4	-2	29
CCCn1c(=O)c(C(=O)NCC2CCCO2)c(O)c2ccccc21 (configuration not stated)
  -14	-17	-7	1	7	-1.4	-10	3	-4	17
COc1cccc(-c2cc(C(=O)O)[nH]n2)c1
  -21	-9	0	-1	-5	-1.0	-4	-11	5	9
Cc1ccc(-c2nc(C3CCN(S(=O)(=O)c4ccc(C(C)(C)C)cc4)CC3)no2)cc1
  -13	-18	0	5	2	1.0	-5	-6	.	18
CCSc1nnc2c(n1)OC=Nc1ccc(Br)cc1-2
  -11	-13	1	-2	4	-0.9	-13	-9	.	13

Filtered by structure: those above containing a nitro group on carbon (3)
Sequence of screens: PvdQ inh	SR-BI HDL uptake	DAGLB inhibitor	Keap1-Nrf2 PPI	Arrestin-AP2 inh	LANA DNA inh	PKA-R2B act	Cardiac RTF inh	NSD2 HMT inh	SR-BI uptake up
Cc1[nH]c2ccccc2c1/C=C/c1nc2ccccc2c(=O)n1-c1cccc([N+](=O)[O-])c1
  -6	19	5	-1	-1	4.4	-5	-4	-3	-19
Cc1cc([N+](=O)[O-])ccc1NC(=O)CCC(=O)N1CCCCC1
  0	1	1	-5	13	1.3	7	-6	0	-1
O=[N+]([O-])c1ccc(-c2nn(-c3ccccc3)cc2/C=N/n2c(-c3cccs3)n[nH]c2=S)cc1
  3	-8	-8	-2	-21	0.8	11	-9	6	8

The main list resumes; the 2 compounds before the break are reprinted first.
Sequence of screens: PvdQ inh	SR-BI HDL uptake	DAGLB inhibitor	Keap1-Nrf2 PPI	Arrestin-AP2 inh	LANA DNA inh	PKA-R2B act	Cardiac RTF inh	NSD2 HMT inh	SR-BI uptake up
Cc1ccc(-c2nc(C3CCN(S(=O)(=O)c4ccc(C(C)(C)C)cc4)CC3)no2)cc1
  -13	-18	0	5	2	1.0	-5	-6	.	18
CCSc1nnc2c(n1)OC=Nc1ccc(Br)cc1-2
  -11	-13	1	-2	4	-0.9	-13	-9	.	13
Cc1ccc(CNC(=O)c2cc3c(s2)CS(=O)(=O)C3)cc1
  -2	12	2	-1	1	1.2	-1	-9	-2	.
O=C(NNC(=O)c1cccs1)c1ccc(Br)cc1
  -4	.	-1	4	15	0.6	-5	-24	-2	.
CN(C)CCCNCCCNC(=O)c1ccccn1
  -13	-3	4	-2	5	-0.7	-2	-13	2	3
O=C(CCSc1ccc(Cl)cc1)N1CCN(c2ccc(O)cc2)CC1
  -1	.	2	2	32	1.8	-4	-12	3	.
O=C1C2C(C(=O)N1/N=C/c1ccco1)C1C=CC2C12CC2 (configuration not stated)
  2	-3	1	2	-8	1.0	2	3	-7	3
O=C(CN(C(=O)CNC(=O)c1ccco1)c1ccc2c(c1)OCCO2)NC1CCCC1
  -5	6	-2	-2	-3	1.1	-1	-2	2	-6
O=C(CNC(=S)N(CCCN1CCOCC1)Cc1cccs1)N1CCOCC1
  6	-27	-2	1	17	0.8	0	1	-1	27
COC1=C(C)C(=O)C2=C(C1=O)C1C3CC4=C(C(=O)C(OC)=C(C)C4=O)C(CNC(=O)C(C)=O)N3C(C#N)C(C2)N1C (configuration not stated)
  -17	17	-3	-8	5	-0.9	3	-16	75*	-17
CCCn1c(-c2cccc([N+](=O)[O-])c2)nc2c1c(=O)[nH]c(=O)n2Cc1ccccc1
  -3	-3	3	-1	-3	-0.7	0	-2	5	3
Cc1ccc2c(c1)nnn2C1CCN(S(C)(=O)=O)CC1
  -1	-42	-3	0	21	-0.7	-14	9	-1	42
Cc1onc(C(=O)NN)c1C(=O)Nc1ncc(C(F)(F)F)cc1Cl
  -11	-14	-1	0	22	0.4	-3	-9	-9	14
CC1Cc2ccccc2N1CC(=O)NC(=O)NCc1ccco1 (configuration not stated)
  -14	1	2	-1	0	2.3	6	-6	7	-1
Cc1nc(C)c(CCNC(=O)c2ccc(C(F)(F)F)cc2)s1
  -4	-12	-2	-1	-1	4.6	6	-4	-2	12
COc1ccc(C(C)=O)cc1COC(=O)c1cc(C)nc2ccccc12
  -13	37	-6	-6	8	-1.6	-5	-2	-2	-37

A different layout for part of the listing above.
canonical_smiles,PvdQ inh,SR-BI HDL uptake,DAGLB inhibitor,Keap1-Nrf2 PPI,Arrestin-AP2 inh,LANA DNA inh,PKA-R2B act,Cardiac RTF inh,NSD2 HMT inh,SR-BI uptake up
O=C(CCSc1ccc(Cl)cc1)N1CCN(c2ccc(O)cc2)CC1,-1,.,2,2,32,1.8,-4,-12,3,.
O=C1C2C(C(=O)N1/N=C/c1ccco1)C1C=CC2C12CC2 (configuration not stated),2,-3,1,2,-8,1.0,2,3,-7,3
O=C(CN(C(=O)CNC(=O)c1ccco1)c1ccc2c(c1)OCCO2)NC1CCCC1,-5,6,-2,-2,-3,1.1,-1,-2,2,-6
O=C(CNC(=S)N(CCCN1CCOCC1)Cc1cccs1)N1CCOCC1,6,-27,-2,1,17,0.8,0,1,-1,27
